PPARg SRC3 recr: PPARgamma-driven SRC-3 recruitment agonism. P37231. biochemical PPARgamma/SRC-3 coactivator recruitment assay. activation, % at 8 µM. 200,000 compounds, 0.26% hits. AID 731; in the data active = activation above about 23%;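 note: 0% = DMSO and 100% = reference agonist; some compounds past the cut are filed as inactive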
Target sequence (P37231 whole entry, looked up): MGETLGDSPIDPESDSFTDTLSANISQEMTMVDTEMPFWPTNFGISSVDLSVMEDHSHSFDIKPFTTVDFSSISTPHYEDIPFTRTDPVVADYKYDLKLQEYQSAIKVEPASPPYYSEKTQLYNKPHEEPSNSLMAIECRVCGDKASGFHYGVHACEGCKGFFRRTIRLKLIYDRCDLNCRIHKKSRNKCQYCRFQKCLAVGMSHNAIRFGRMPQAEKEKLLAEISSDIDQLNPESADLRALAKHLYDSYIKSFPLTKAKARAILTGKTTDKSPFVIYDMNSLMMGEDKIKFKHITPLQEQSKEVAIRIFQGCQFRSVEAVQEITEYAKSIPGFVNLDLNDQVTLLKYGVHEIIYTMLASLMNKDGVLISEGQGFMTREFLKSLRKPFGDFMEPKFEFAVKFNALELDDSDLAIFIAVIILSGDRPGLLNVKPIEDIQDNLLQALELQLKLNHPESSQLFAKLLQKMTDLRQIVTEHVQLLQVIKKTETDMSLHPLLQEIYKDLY
PPARg SRC1 recr: PPARgamma-driven SRC-1 recruitment agonism | 200,000 compounds, 0.41% hits | AID 631 | activation, % at 8 µM | P37231 | PPARgamma-SRC-1 coactivator recruitment biochemical assay; in the data active = activation above about 19%;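 note: 0% = DMSO and 100% = reference agonist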
PPARg SRC-2 ag: PPARgamma-driven SRC-2 recruitment agonism; P37231; activation, % at 8 µM; PPARgamma LBD-SRC-2 recruitment, biochemical; 200,000 compounds, 0.34% hits; in the data active = activation above about 22%;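 note: 0% = vehicle and 100% = reference agonist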
ROMK primary: modulates human ROMK potassium channel activity; P48048; Tet-inducible ROMK, thallium flux fluorescence; actives lie on both sides; B-score at 10 µM; 130,000 compounds, 2% hits;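 active = signal ratio slope over the read window, or its plate-corrected B-score, at least 3 SD from the plate mean, either direction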;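 note: B-score of the F/F0 ratio slope over 7 to 12 s after thallium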
Target sequence (P48048 whole entry, looked up): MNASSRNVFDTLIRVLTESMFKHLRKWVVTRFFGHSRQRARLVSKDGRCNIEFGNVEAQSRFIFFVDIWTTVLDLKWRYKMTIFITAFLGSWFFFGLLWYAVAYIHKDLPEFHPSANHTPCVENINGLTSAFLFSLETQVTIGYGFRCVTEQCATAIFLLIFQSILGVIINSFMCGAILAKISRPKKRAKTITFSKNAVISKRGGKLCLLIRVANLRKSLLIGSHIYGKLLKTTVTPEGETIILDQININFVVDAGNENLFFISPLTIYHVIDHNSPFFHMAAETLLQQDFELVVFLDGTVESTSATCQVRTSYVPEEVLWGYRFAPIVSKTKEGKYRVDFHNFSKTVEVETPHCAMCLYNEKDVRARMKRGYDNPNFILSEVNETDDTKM
TLR4 MyD88 comp: TLR4-MyD88 interaction inhibition in cells. inhibition, % at 8.4 µM. 200,000 compounds, 0.18% hits. HeLa CL3-4 TLR4/MyD88 BLA complementation, FRET ratio; in the data active = inhibition above about 25%;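 note: 0% = vehicle and 100% = reference inhibitor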
bIAP inh: intestinal alkaline phosphatase (bovine) inhibition; purified bovine IAP, CDP-star luminescence, 30 min; inhibition, % at 20 µM; 190,000 tested, under 10 active;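 active = over 50% inhibition of intestinal alkaline phosphatase at 20 µM in the single-dose screen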
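Incubation: 30 min reaction at room temperature / Material: purified bovine intestinal alkaline phosphatase (IAP) enzyme / Input: enzyme at 1/65,000,000 dilution / Dosing: 20 µM single dose / Signal: CDP-star luminescence signal / Reagent: CDP-star chemiluminescent phosphatase substrate, 30 µM final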
Redox H2O2 prof: compounds producing H2O2 with reducing agent – biochemical, NIH compound library profiling, artefact control for MLSCN library redox annotation, primary screen | DTT-dependent redox cycling H2O2, phenol red/HRP absorbance; 100% = 100 µM peroxide control, 0% = buffer | activation, % at 10 µM | 200,000 compounds, 0.03% hits | AID 878;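 active = activation of at least 50% relative to the plate's high and low controls in the primary single-dose screen; inactive = activation below 50%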;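 note: compound incubated with DTT at 0.8 mM final as the reducing agent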
TR-FRET SRC-2 ct: counter-screen for PPARgamma SRC-2 recruitment agonists: TR-FRET artefact | hits give high values | TR-FRET ratio at 8 µM | 200,000 compounds, 0.4% hits; in the data active = TR-FRET ratio above about 2000; note: inactives centre near 1500; reference of the scale not given here
Lmaj promast: Leishmania major promastigote growth inhibition | Leishmania major promastigotes, resazurin fluorescence viability | inhibition, % at 10 µM | 200,000 compounds, 9% hits; in the data active = inhibition above about 50%;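 note: promastigotes grown with compound for 44 hours at 28 °C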
bIAP activator: intestinal alkaline phosphatase (bovine) activation | 200,000 compounds, 0.17% hits | purified bovine IAP, CDP-star luminescence, 30 min; hits give high values; fold of DMSO-control signal, blank-subtracted | activation factor at 20 µM;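 active = activation factor of 2 or more at 20 µM, a signal rise over negative controls twice the positive control's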
S1P3 antag: blocks the human S1P3 receptor; Q99500; CHO S1P3 NFAT-BLA reporter, FRET fluorescence, antagonist mode; inhibition, % at 4.98 µM; 170,000 compounds, 0.27% hits;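 active = inhibition above the plate cutoff, the mean inhibition of test wells on that plate plus 3 SD, cut at about 28% in these data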;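 note: cells challenged with S1P at its EC80 of 0.8 µM; blue over green emission ratio from cleaved BLA substrate after 4 h stimulation; 0% = S1P-stimulated wells and 100% = unstimulated DMSO-only wells; some compounds past the cut are filed as inactive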
Numbers without * were called inactive; nt = not tested or not shown.

SMILES	PPARg SRC3 recr	PPARg SRC1 recr	PPARg SRC-2 ag	ROMK primary	TLR4 MyD88 comp	bIAP inh	Redox H2O2 prof	TR-FRET SRC-2 ct	Lmaj promast	bIAP activator	S1P3 antag
CCc1ccc2[nH]c(=O)c(CN(CCCN3CCOCC3)C(=O)Nc3ccc(Cl)cc3)cc2c1	-6	-2	-2	nt	8	-11	1.8	1436	79*	1.1	1
Cc1ccc(NC(=O)C(=O)NCC2OCCc3ccccc32)cc1 (stereo not drawn)	5	0	1	0.27	-3	5	0.0	1415	-6	0.9	-5
CCCc1c(C)c2cc(C)ccc2[nH]c1=O	-4	7	2	nt	4	22	2.4	1434	-3	0.8	-17
CCOc1ccc(S(=O)(=O)Nc2nccs2)cc1	-5	1	4	0.027	-2	7	-1.4	1441	-5	0.9	-1
COc1ccc(NC(=O)N(CCc2ccccc2)Cc2cc3c(C)cc(C)cc3[nH]c2=O)cc1	-7	3	1	-0.41	6	17	0.2	1508	21	0.8	nt
Cc1ccc2[nH]c(=O)c(CN(CCCN3CCOCC3)C(=O)NC3CCCCC3)cc2c1	3	1	-2	nt	12	23	1.7	1417	-17	0.8	9
COc1ccc(NC(C)c2ccccc2)cc1 (stereo not drawn)	1	7	5	0.25	-11	2	-2.7	1449	6	1	-6
Cn1c(=O)c2ncn(CC(=O)N/N=C/c3ccco3)c2n(C)c1=O	2	6	0	0.22	13	17	-0.1	1398	-3	0.8	8
Cc1cc(NCc2ccc(F)cc2Cl)n2nnnc2n1	-1	7	1	nt	-5	12	-0.8	1427	0	0.9	-21
O=C(CN1CCCCCC1)Nc1cccc([N+](=O)[O-])c1	11	1	8	nt	-1	-2	-1.0	1778	-3	1	4
CCCn1c(=O)c2ccccc2n2c(SCCOc3ccccc3)nnc12	-14	-8	-3	nt	3	-1	-0.4	1518	1	1	-20
O=C(NCc1ccco1)Nc1ccc(Br)cc1	13	-4	10	nt	-9	39	0.7	1833	-1	0.6	-66
COc1ccc(NC(=O)c2cccc(F)c2)cc1Cl	-6	0	6	-0.71	-5	14	0.7	1523	3	0.9	nt
Cc1cccc2cc3c(nc12)SC(=NCC1CCCO1)N(Cc1ccco1)C3 (stereo not drawn)	0	1	-2	nt	-9	-4	0.7	1538	33	1	6
O=c1[nH]cnc2scc(-c3ccc(-c4ccccc4)cc3)c12	-2	-6	-2	1.3	7	7	0.1	1361	-5	0.9	nt
CCn1c(SCc2ccc([N+](=O)[O-])cc2)nnc1C(C)NC(=O)c1ccc(C)cc1 (stereo not drawn)	2	6	-1	nt	0	16	0.0	1571	0	0.8	-8
COc1ccc(-c2nc(-c3ccc(Br)o3)no2)cc1	-2	0	14	nt	10	8	-0.9	1418	-7	0.9	nt
CCOc1ccc(CC(=O)N2CCN=C2SCc2ccc([N+](=O)[O-])cc2)cc1	1	-4	5	-0.082	-10	-8	-2.1	1558	17	1.1	2
CC(=O)c1ccc(NC(=O)/C(=C\c2cccs2)NC(=O)c2ccco2)cc1	5	1	5	0.22	6	0	-1.1	1615	-6	1	-17
O=C(NCc1ccc2c(c1)OCO2)c1cccc(Cl)c1	-1	1	5	nt	2	7	-0.8	1592	-4	0.9	-23
c1ccc2c(c1)c1ccccc1n1c(-c3ccc4c(c3)OCO4)nnc21	11	-1	3	nt	16	10	1.1	1636	1	0.9	nt
COc1ccc(S(=O)(=O)n2nc(C)cc2C)c(C)c1C	3	1	5	-1.4	-18	0	0.6	1568	50*	1	nt
COc1ccc(OC)c(NC(=O)C2CCCN2C(=O)OCc2ccccc2)c1 (stereo not drawn)	-1	-8	3	-0.2	-3	-11	0.9	1370	0	1.1	-10
O/N=C1/C2C3CC4C5C3C1C5C1(OCCO1)C42 (stereo not drawn)	-2	-2	1	nt	2	5	-1.0	1642	-9	1	nt
O=C1CSc2ccc(C(=O)NCCC3=CCCCC3)cc2N1	0	2	5	nt	5	-5	1.6	1525	-5	1.1	nt
Cc1ccc(NC(=S)N2CCN(CCN3C(=O)c4cccc5cccc(c45)C3=O)CC2)cc1	6	-4	-3	0.44	4	1	2.8	1571	100*	1	nt
CC(=O)c1cccc(NC(=O)NC(C)C2CCCO2)c1 (stereo not drawn)	-10	6	-9	nt	-1	-2	3.0	1567	-3	1	9
CN(C)/C=C/C(=O)c1cnc2n(c1=O)CCS2	-3	5	-2	1.2	-4	-12	-0.9	1546	-1	1.1	-15
O=C(O)C1CC(c2ccc(F)cc2)=NO1 (stereo not drawn)	-3	-1	2	-0.24	-9	14	-1.3	1652	-7	0.9	nt
CCOC(=O)C1(Cc2ccccc2)CCCN(Cc2ccc(OCCO)cc2)C1 (stereo not drawn)	2	14	6	-0.14	7	3	-1.2	1635	6	1	3
CCOc1ccc(N2C(=O)CN(C)C2=S)cc1	3	8	-2	nt	16	2	-0.6	1456	45	1	-13
CC(C)c1nnc(NC(=O)CCS(=O)(=O)c2nc(-c3cccs3)cc(C(F)(F)F)n2)s1	4	5	1	-3.2	12	-2	3.1	1596	6	1	-3
O=C(NC1CCCC1)C1CCCN1C(=O)Nc1ccccc1Cl (stereo not drawn)	9	-2	-1	nt	-2	7	-1.5	1412	3	0.9	-11
Cc1nn(-c2nc(-c3ccco3)cc(C(F)(F)F)n2)c(C)c1Cl	1	2	4	0.91	6	13	0.1	1390	6	0.9	nt
CCOCC(=O)OCC(=O)Nc1cc(OC)c([N+](=O)[O-])cc1C	5	-1	6	0.86	1	7	-0.2	1607	-5	0.9	-22
O=C(O)CC(NC(=O)C1c2ccccc2Oc2ccccc21)c1ccc(Cl)cc1 (stereo not drawn)	2	-3	3	nt	5	-11	0.5	1387	1	1.1	3
COc1ccccc1NC(=O)C(C)Nc1ccc(C)c(Cl)c1 (stereo not drawn)	4	6	1	-0.19	3	21	0.5	1758	23	0.8	-19
CCOC(=O)N1CCN(C(=O)CN(Cc2ccc(Cl)cc2)S(C)(=O)=O)CC1	-2	-2	2	nt	17	-9	2.0	1548	-2	1.1	14
COCCNc1nc2ccccc2nc1NS(=O)(=O)c1ccc(C)cc1C	23	18	23*	0.064	7	8	0.2	2002*	-2	0.9	nt
CCn1c(SCC(=O)Nc2ccccc2C(=O)OC)nnc1-c1cccc(C)c1	2	-1	-2	-0.56	-3	-7	0.1	1332	24	1.1	nt
CS/C(=N\N(C)C(N)=O)c1ccccc1	2	3	4	nt	-5	11	-1.1	1665	69*	0.9	-4
COc1ccc(CCNC(=O)C2CCN(S(=O)(=O)c3ccc(Cl)cc3)CC2)cc1OC	17	0	2	nt	1	2	-0.5	1475	-1	1	nt
CCOC(=O)N1CCN(C(=O)C2CC(c3ccc(F)cc3)=NO2)CC1 (stereo not drawn)	4	7	11	nt	9	4	-2.7	1763	-7	1	-41
Cc1ccc(S(=O)(=O)Cn2nnnc2C(c2ccccc2)N2CCN(c3ccccc3)CC2)cc1 (stereo not drawn)	7	2	4	-0.16	0	nt	1.5	1615	35	0.3	nt
Cc1ccc(-c2cc(C(=O)O)c3sc(N4CCCCC4)nc3n2)cc1	-2	0	7	nt	5	-20	0.4	1349	-5	1.2	2
COc1ccc(CC(=O)Nc2cccc(-c3ccc4nnc(C)n4n3)c2)cc1	1	1	-4	-0.28	3	-1	-0.2	1770	1	1	-9
CCN(CC)C(=O)c1cncc(C(=O)N(CC)CC)c1-c1ccccc1	-2	10	5	nt	-1	6	-1.9	1455	-7	0.9	-16
O=C(COC(=O)CCc1c[nH]c2ccccc12)NC1CCS(=O)(=O)C1 (stereo not drawn)	-3	5	-4	nt	4	-15	2.4	1578	-4	1.2	-6
Cc1nc2c(-c3ccc(Cl)cc3)cnn2c2c1CCC2	-3	6	1	1.8	-1	-34	-0.6	1464	-3	1.3	-11
Cc1ccc(Nc2nnc(SCC(=O)c3ccc(Br)s3)s2)c(C)c1	1	7	16	nt	6	1	-0.3	1877	-5	1	8
Cc1ccc(Cl)cc1NC(=O)Cn1cccc1	6	-1	9	nt	-10	6	-0.5	1526	-5	0.9	27
CC(C)(C)C(=O)Nc1cc(C(F)(F)F)ccc1N1CCOCC1	-4	5	0	nt	7	6	0.6	1368	-3	0.9	nt
CCOC(=O)c1c(-c2ccccc2Cl)csc1NC(=O)c1cc(S(=O)(=O)N2CCOCC2)ccc1C	-1	-1	1	nt	-8	9	0.5	1775	83*	0.9	-5
CCS(=O)(=O)n1nc(-c2ccc(Cl)cc2)nc1SCc1ccccc1	-10	-1	-2	-1.5	9	4	1.9	1488	5	1	nt
CC(C)(CO)Nc1ccc([N+](=O)[O-])cc1[N+](=O)[O-]	13	3	0	-0.06	-11	19	-0.8	1641	2	0.8	nt
CCOC(=O)N1CCC(NC(=O)CCC(=O)N2CC(C)Oc3ccc(C)cc32)CC1 (stereo not drawn)	-10	-3	-3	nt	-1	3	2.3	1224	-6	1	11
CCN1CCN(CCCNC(=O)CCc2nc(-c3ccc(OC)cc3)no2)CC1	4	1	5	-0.16	10	4	-0.5	1713	-5	1	-19
CS(=O)(=O)Nc1ccc(C(=O)Nc2ccccc2Cl)cc1	4	17	0	0.89	5	-9	-0.2	1487	2	1.1	-26
CCCOc1ccc(Cc2nn3c(=O)/c(=C/c4ccco4)sc3nc2=O)cc1	1	-2	-1	nt	15	10	1.7	1585	-6	0.9	-36
COC(c1ccccc1)c1c(-c2ccccc2)nn(C)c1Cl (stereo not drawn)	4	-6	-1	nt	-6	8	1.6	1541	-1	0.9	nt

Later entries
SMILES	PPARg SRC3 recr	PPARg SRC1 recr	PPARg SRC-2 ag	ROMK primary	TLR4 MyD88 comp	bIAP inh	Redox H2O2 prof	TR-FRET SRC-2 ct	Lmaj promast	bIAP activator	S1P3 antag
CCCCn1c(N(CCOC(C)=O)C(C)=O)nc2ccccc21	15	12	5	1.1	4	nt	0.3	1690	5	nt	-8
Cc1ccc(C(=O)NC2(C(F)(F)F)NC(=O)N(c3ccc(Cl)cc3)C2=O)cc1 (stereo not drawn)	2	8	11	-0.66	-6	10	-0.6	1506	-3	0.9	13
Cc1ccc(-n2c([S-])c(C(=O)NC(C)c3ccccc3)[n+]3ccccc23)cc1 (stereo not drawn)	6	10	10	0.15	-4	-15	-0.8	1732	4	1.1	1
COC(=O)c1ccc2nc(NC(=O)CSCC(=O)OCC(=O)c3ccccc3)sc2c1	1	1	12	0.87	-3	4	-0.4	1617	-3	1	5

Compounds from the list above containing a COOH group:
SMILES	PPARg SRC3 recr	PPARg SRC1 recr	PPARg SRC-2 ag	ROMK primary	TLR4 MyD88 comp	bIAP inh	Redox H2O2 prof	TR-FRET SRC-2 ct	Lmaj promast	bIAP activator	S1P3 antag
O=C(O)C1CC(c2ccc(F)cc2)=NO1 (stereo not drawn)	-3	-1	2	-0.24	-9	14	-1.3	1652	-7	0.9	nt
O=C(O)CC(NC(=O)C1c2ccccc2Oc2ccccc21)c1ccc(Cl)cc1 (stereo not drawn)	2	-3	3	nt	5	-11	0.5	1387	1	1.1	3
Cc1ccc(-c2cc(C(=O)O)c3sc(N4CCCCC4)nc3n2)cc1	-2	0	7	nt	5	-20	0.4	1349	-5	1.2	2

Compound activity (PubChem)
